Eya2 phos inh – qHTS Assay for Inhibitors of the Phosphatase Activity of Eya2. recombinant Eya2, OMFP fluorescence dephosphorylation (OMFP is methylfluorescein phosphate). Potency, µM (top dose mostly 76.9 µM), for the others: at the top dose activity, negative = inhibition, usual class: inhibitors. AID 488837, 2010. hit rate 0.006% among 330,000. Protein phosphatase EYA2 (Homo sapiens), O00167; further: potency means the concentration at half of the fitted maximal effect; on the % scale 0 is the no-effect control and ±100 the full control effect
Target sequence (O00167 whole entry, looked up): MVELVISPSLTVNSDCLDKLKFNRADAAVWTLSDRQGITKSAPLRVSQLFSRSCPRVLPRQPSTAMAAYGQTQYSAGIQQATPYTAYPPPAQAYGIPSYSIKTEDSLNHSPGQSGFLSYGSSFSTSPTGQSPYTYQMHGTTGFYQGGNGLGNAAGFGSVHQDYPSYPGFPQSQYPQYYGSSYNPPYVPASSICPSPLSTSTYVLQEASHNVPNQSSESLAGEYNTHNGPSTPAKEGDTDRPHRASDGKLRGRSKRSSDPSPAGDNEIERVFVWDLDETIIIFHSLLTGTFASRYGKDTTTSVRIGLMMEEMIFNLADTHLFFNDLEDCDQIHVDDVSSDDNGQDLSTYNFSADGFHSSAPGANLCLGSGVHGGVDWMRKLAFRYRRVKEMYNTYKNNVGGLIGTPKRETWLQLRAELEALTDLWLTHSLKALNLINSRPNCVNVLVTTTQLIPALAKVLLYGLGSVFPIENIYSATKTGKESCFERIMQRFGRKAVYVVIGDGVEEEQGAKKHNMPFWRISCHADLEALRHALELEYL
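Eya2 protein (added as 0.2 uM solution) was preincubated with compound for 10 min at ambient temperature in 50 mM HEPES pH 7.5, 50 mM NaCl, 5 uM MgCl2, 0.05% BSA, 1 mM DTT. OMFP (added at 50 uM) then reacted 10 min; fluorescence read at 485/525 nm.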
Mito fusion yeast – qHTS Assay for Small Molecule Inhibitors of Mitochondrial Division or Activators of Mitochondrial Fusion. S. cerevisiae fusion-defective mutant growth rescue, CellTiterGlo 48 h. Potency, µM (doses to about 46.1 µM), for the others: at the top dose growth rescue (activation), hits mostly activators. hit rate 0.23% among 320,000. AID 485298, 2010;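 further: potency means the concentration at half of the fitted maximal effect; % of control where 0% means no effect; nearly all actives have a fitted effect of over 45% in size; temperature-sensitive fusion mutants such as fzo1-1 at 37 °C on non-fermentable ethanol glycerol medium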
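Growth-rescue viability read-out: after 48 h at the non-permissive 37C in glycerol/ethanol YPEG, yeast mitochondrial fusion mutants are measured by CellTiterGlo luminescence; compounds (23 nl pinned per well) restoring growth score as division inhibitors or fusion activators.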
ELG1 DNA repair – qHTS screen for small molecules that inhibit ELG1-dependent DNA repair in human embryonic kidney (HEK293T) cells expressing luciferase-tagged ELG1; hit rate 2.3% among 330,000; Potency, µM (titrated, usually from 46.1 µM), inactives show top-dose activity change, negative = inhibition, hits mostly inhibitors; HEK293T ELG1-luciferase reporter, luminescence, 16 h; DNA damage induced by 5-fluorouridine; further: potency means the concentration at half of the fitted maximal effect; on the % scale 0 is the no-effect control and ±100 the full control effect; nearly all actives have a fitted effect of over 55% in size
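HEK293T cells expressing luciferase-tagged ELG1 (2,000/well) received 5-Fluorouridine plus compound or DMSO for 16 hr at 37 °C. Luciferase was read by ONE-Glo luminescence after 30 min at room temperature.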
TSG101-PTAP inh – qHTS Assay for Iinhibitors of HIV-1 Budding by Blocking the Interaction of PTAP/TSG101; 340,000 tested, under 10 active; Fluorescence polarization, FITC-PTAP peptide / Tsg101 binding; Potency, µM (titrated, usually from 115 µM), for inactives: top-dose activity change, negative = inhibition, usual class: inhibitors; Tumor susceptibility gene 101 protein (Homo sapiens), Q99816; active means well fitted inhibition curve with a large enough effect in the main read-out, with a control signal flat, not every such curve was filed as active; inconclusive means small, poorly fitted or top-dose-only effect, or effect the other way, or a change in a side signal; inactive means no such curve, though single readings can be large or run the other way; further: potency means the concentration at half of the fitted maximal effect; % of control where 0% means no effect
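Compounds were pin-transferred onto Tsg101 binding domain (10 uM final) in HEPES pH 7.5 buffer, then FITC-PTAP peptide was added at 50 nM final. After 20 min at RT, polarization reported peptide displacement across a qHTS concentration series.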
TCR act – Activators of T cell receptors: qHTS campaign. AID 504894, 2011. primary human leukocytes, anti-CD3, IL-2 HTRF, 48 h. 330,000 tested, under 10 active. Potency, µM (titrated, usually from 9.22 µM), without a hit: at the top dose activation of IL-2 secretion, hits mostly activators; further: % of control where 0% means no effect
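TCR engagement came from a-CD3 beads alone, with compounds added to primary human leukocytes for 48 hr. Secreted IL-2 bridged europium cryptate- and d2-labelled anti-IL-2 antibodies, giving FRET emission at 665nm after 320nm excitation.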
Chronic BCR inh – qHTS Assay to Find Inhibitors of Chronic Active B-Cell Receptor Signaling; ABC-DLBCL IkBa-CBG/CBR reporter, luminescence ratio, 4 h; Potency, µM (highest dose often 46.1 µM), for inactives: top-dose ratio change, negative = lower green/red ratio, usual class: inhibitors; hit rate 0.05% among 340,000; active means well fitted inhibition curve with a large enough effect in the signal ratio, with a control signal flat, not every such curve was filed as active; inconclusive means small, poorly fitted or top-dose-only effect, or effect the other way, or a change in a side signal; the % refers to the signal ratio;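 further: potency means the concentration at half of the fitted maximal effect; plate controls were basal doxycycline-induced cells for no effect and cells given 10 µM MG132 for full effect; MG132 reads +100%, hits lower the ratio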
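TMD8 ABC-DLBCL cells carrying doxycycline-inducible green luciferase fused to IkappaBalpha plus unfused red luciferase were exposed to compounds (up to 46 uM) for 4 hrs at 37C. Activity came from the overlap-corrected green/red luminescence ratio.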
USP2a inh – qHTS Assay for Inhibitors of Ubiquitin-specific Protease USP2a Using CHOP2 as the Reporter | Ubiquitin carboxyl-terminal hydrolase 2 (Homo sapiens), O75604 | USP2 core, Ub-CHOP2 coupled fluorogenic reporter, 485/531 | Potency, µM (titrated, usually from 38.3 µM), without a hit: at the top dose activity change, negative = inhibition, actives largely listed as inhibitors | hit rate 0.01% among 330,000;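 further: potency means the concentration at half of the fitted maximal effect; plate controls were DMSO wells for no effect and full inhibition by NEM control for full effect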
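Deubiquitinase activity read as fluorescence (485/531 nm) after Ub-CHOP2 cleavage activates the enterokinase reporter on its substrate; USP2 core 10nM, Ub-CHOP2 and substrate 25nM each, 30min compound preincubation then 60min RT; data normalized to NEM, curves fitted.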
Tb PFK block – qHTS Assay to Find Inhibitors of T. brucei phosphofructokinase; T. brucei PFK, ADP-Glo luminescence; hit rate 0.17% among 330,000; Potency, µM (highest dose often 57.5 µM), without a hit: at the top dose activity, negative = inhibition, usual class: inhibitors; ATP-dependent 6-phosphofructokinase (Trypanosoma brucei brucei), O15648;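 further: potency means the concentration at half of the fitted maximal effect; 0% = uninhibited 1x PFK enzyme wells and -100% = no-enzyme wells; nearly all actives have a fitted effect of over 60% in size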
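PFK 1.25 nM, F6P 0.5 mM, ATP 0.1 mM, 0.1 M TEA pH 8.0, 5 mM MgCl2, 0.01% Tween20, 0.1% BSA; 45 min RT. ADP-Glo readout. qHTS titration up to 57 uM; curves fitted, compounds curve-classed.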
B2AR arrestin – qHTS assay of beta-arrestin-biased ligands of beta2-adrenergic receptor | Potency, µM (doses to about 46.1 µM), inactives show at the top dose activation, usual class: activators | hit rate 0.02% among 330,000 | AID 492947, 2010 | Beta-2 adrenergic receptor (Homo sapiens), P07550 | beta-arrestin recruitment to beta2AR, cell-based reporter;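 further: potency means the concentration at half of the fitted maximal effect; 0% = DMSO controls and full agonism = EC100 isoproterenol or metaproterenol; nearly all actives have a fitted effect of over 65% in size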
Target sequence (P07550 whole entry, looked up): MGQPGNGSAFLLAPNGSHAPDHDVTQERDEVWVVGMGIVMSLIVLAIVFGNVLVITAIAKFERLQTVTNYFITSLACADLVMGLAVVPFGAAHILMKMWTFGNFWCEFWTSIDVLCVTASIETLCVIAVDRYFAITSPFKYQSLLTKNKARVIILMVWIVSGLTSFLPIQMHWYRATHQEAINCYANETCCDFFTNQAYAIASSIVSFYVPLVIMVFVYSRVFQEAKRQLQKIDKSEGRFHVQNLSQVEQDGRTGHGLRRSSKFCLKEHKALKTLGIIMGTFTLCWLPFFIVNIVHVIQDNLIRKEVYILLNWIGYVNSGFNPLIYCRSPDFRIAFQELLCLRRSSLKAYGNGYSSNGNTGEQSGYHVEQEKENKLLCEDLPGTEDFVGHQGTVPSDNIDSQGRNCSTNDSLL
uPA surface inh – qHTS for Inhibitors of Cell Surface uPA Generation | cell surface uPA generation assay, qHTS | Potency, µM (doses to about 38.3 µM), without a hit: top-dose activity change, negative = inhibition, hits mostly inhibitors | hit rate 0.31% among 330,000; active means well fitted inhibition curve with a large enough effect; inconclusive means small, poorly fitted or top-dose-only effect; inactive means no such curve, though single readings can be large or run the other way; tested in mouse RAW 264.7 cells; further: potency means the concentration at half of the fitted maximal effect; on the % scale 0 is the no-effect control and ±100 the full control effect; nearly all actives have a fitted effect of over 55% in size
TSHR antagonist – Antagonists of the Thyroid Stimulating Hormone Receptor: HTS campaign; hit rate 0.2% among 330,000; activity change, negative = inhibition, % at 11.5 µM; TSHR-expressing cells, TSH-stimulated cAMP HTRF, 2 h; hits give low values;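 active means activity change below a set negative limit, meaning inhibition stronger than a set level, cut at about -70% in these data; inconclusive means activity change between two set negative limits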; further: on the % scale 0 is the no-effect control and ±100 the full control effect
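Inhibition of cAMP made by TSHR-expressing cells under TSH stimulation (4nM final, EC80; 2 h, 37 deg C) is quantified with a one-step lysis HTRF kit, anti-cAMP cryptate versus cAMP-d2.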
* marks the source's active call; other numbers are inactive results; ? = inconclusive; . = no result given; [ ] = another dose, or the depositor's remark. Unless noted, the call rests on the fitted dose curve; in most records, active means well fitted curve in the direction sought with a large enough effect; inconclusive means small, poorly fitted or top-dose-only effect, or another doubt; inactive means no such curve, though single readings can be large; an effect the other way counts as inactive or inconclusive.

SMILES	Eya2 phos inh	Mito fusion yeast	ELG1 DNA repair	TSG101-PTAP inh	TCR act	Chronic BCR inh	USP2a inh	Tb PFK block	B2AR arrestin	uPA surface inh	TSHR antagonist
Cc1cc(C)n2cc(CSc3nc4ccccc4s3)nc2n1	2%	0%	?	-1%	-3%[46.1 µM]	-1%	1%	-4%	-0.2%	-5%	16
COc1ccccc1CNC(=O)COC(=O)c1nccnc1N	-10%	0%	0%	0%	-4%	1%	0%	1%	-0.5%	0%	15
CCOc1ccc(C2c3c(oc4ccccc4c3=O)C(=O)N2CCCN2CCOCC2)cc1 (configuration not stated)	6%	-2%	?	-6%	1%	?	3%	4%	5.9%	-1%	2
CCOc1ccccc1NC(=O)C(=O)NCCC1=CCCCC1	7%	2%	-5%	-1%	-6%	-3%	5%	1%	0.0%	5%	-11
O=C(Nc1cc(Cl)ccc1-n1cncn1)c1ccc(Br)o1	-3%	4%	0%	-1%	2%	9%	-1%	4%	-0.3%	-8%	-4
CC(Oc1cccc(Br)c1)C(=O)Nc1cccc(S(=O)(=O)N2CCOCC2)c1 (configuration not stated)	-19%	.	?	-3%	-20%	-2%	0%	9%	0.0%	-20%	-6
O=S(=O)(c1ccc2c(c1)OCO2)N1CCN(c2nnnn2-c2ccccc2)CC1	-5%	5µM*	?	3%	.	?	3%	0%	-0.2%	.	12
O=C(C1COc2ccccc2O1)N1CCN(c2ccc(F)cc2)CC1 (configuration not stated)	-11%	2%	-3%	2%	-1%	?	-1%	-1%	-0.1%	2%	-11
Cc1cc(C)n2c(SCC(=O)NC3CCCC(C)C3C)nnc2n1 (configuration not stated)	-10%	-1%	18%	-8%	2%	-6%	-9%	0%	0.0%	2%	8
O=C(O/N=C\c1ccc(N2CCOCC2)c([N+](=O)[O-])c1)c1ccc(F)cc1	-8%	1%	2%	-1%	-9%	1%	-1%	2%	-0.3%	9%	1
Cc1c(Cl)cccc1NC(=O)CSc1nnc(C)n1-c1ccccc1	32%	-2%	?	-2%	-3%	5%	0%	-7%	0.3%	1%	1
COc1ccc(N2C(=O)C3CCCN3C2c2ccccc2Cl)cc1 (configuration not stated)	-6%	2%	?	-6%	4%	10%	-10%	1%	-0.5%	9%	22
Nc1nc(-c2ccc(-n3nncc3-c3ccco3)cc2)cs1	-2%	15%	?	-14%	-6%	?	0%	1%	0.4%	5%	-2
Cc1ccc(OCCNC(=O)C(=O)NCc2ccco2)cc1	7%	2%	3%	0%	12%	4%	2%	4%	0.4%	-8%	21
COc1cc(C(=O)Cc2nc3ccccc3n2C)cc(OC)c1OC	-4%	-6%	6%	-1%	0%	3%	3%	1%	0.0%	4%	-7
Cc1cccc(N(CC(O)CN(C)C)S(=O)(=O)c2ccccc2)c1 (configuration not stated)	-17%	-5%	10%	-7%	1%	-1%	5%	7%	-0.4%	-6%	9
CCOC(=O)CC(C#N)c1c[nH]c2ccccc12 (configuration not stated)	15%	1%	0%	0%	-9%	-3%	-1%	18%	-0.2%	1%	7
O=C(Cc1ccc(F)cc1)Nc1nc(-c2ccc(F)cc2)cs1	-1%	6%	1%	-1%	-4%	6%	-1%	-1%	-1.5%	0%	3
Cc1cc(C)n2nc(SCC(=O)Nc3ccc(F)cc3)nc2n1	8%	-1%	7%	-1%	-3%	0%	6%	-9%	0.0%	11%	7
COc1ccccc1N1CCN(C(=O)/C=C/c2ccccc2)CC1	-12%	8%	10%	-5%	4%[46.1 µM]	9%	-1%	-2%	-0.9%	4%	-7

Just uPA surface inh, B2AR arrestin and ELG1 DNA repair, for some of the entries so far:
| SMILES | uPA surface inh | B2AR arrestin | ELG1 DNA repair |
| --- | --- | --- | --- |
| O=S(=O)(c1ccc2c(c1)OCO2)N1CCN(c2nnnn2-c2ccccc2)CC1 | . | -0.2% | ? |
| O=C(C1COc2ccccc2O1)N1CCN(c2ccc(F)cc2)CC1 (configuration not stated) | 2% | -0.1% | -3% |
| Cc1cc(C)n2c(SCC(=O)NC3CCCC(C)C3C)nnc2n1 (configuration not stated) | 2% | 0.0% | 18% |
| O=C(O/N=C\c1ccc(N2CCOCC2)c([N+](=O)[O-])c1)c1ccc(F)cc1 | 9% | -0.3% | 2% |

Next part:
SMILES	Eya2 phos inh	Mito fusion yeast	ELG1 DNA repair	TSG101-PTAP inh	TCR act	Chronic BCR inh	USP2a inh	Tb PFK block	B2AR arrestin	uPA surface inh	TSHR antagonist
O=C(Nc1nncs1)c1cc2c(s1)CCC2	-5%	8%	?	-2%	2%	?	2%	0%	0.0%	-5%	-3
Cc1ccc(Cn2nnc(C(=O)Nc3cccc(C)c3C)c2N)cc1	-14%	10%	13%	2%	1%	?	-2%	10%	-0.4%	-3%	-1
Cc1ccc(N(CC(=O)N2CCc3ccccc32)C2=NC(=O)CS2)cc1	18%[15.4 µM]	1%	4%	-9%	11%	?	1%	-13%	0.2%	2%	2
CC1CCCN(C2=C(NS(=O)(=O)c3ccc(Br)cc3)C(=O)c3ccccc3C2=O)C1 (configuration not stated)	0%	-4%	?	-9%	4%	-6%	-2%	2%	-0.1%	1%	-13
O=c1cc(CN2CCN(c3ccccc3)CC2)c2cc(O)c(-c3ccccc3)cc2o1	18%	1%	16%	-1%	-2%	0%	-1%	-3%	0.3%	-2%	13
Fc1ccc(CN2CCCCCC2)c(F)c1	2%	-3%	5%	-3%	-4%	5%	0%	-3%	-0.4%	2%	8
O=C(NNC(=S)Nc1ccccc1C(F)(F)F)c1ccc(Br)o1	2%	-1%	2%	-1%	-5%	?	0%	4%	-1.0%	10%	-1
CN(C)CCCN(C(=O)COc1ccccc1)c1nc2c(Cl)cccc2s1	2%	-2%	10%	1%	-48%	4%	2%	2%	-0.7%	-3%	-3
CSC1=NC(C(Cl)(Cl)Cl)N=C(c2ccc(C)cc2)N1 (configuration not stated)	-4%	13%	?	-3%	0%	?	5%	0%	-0.4%	-10%	-13
COc1ccc(CNC(=O)C2CCN(c3nccs3)CC2)cc1	12%	-2%	1%	-7%	3%	2%	2%	-7%	-0.4%	-2%	-1
Cc1sc(N(C(=O)CCc2ccccc2)c2ccc(C(=O)O)cc2)nc1-c1ccccc1	-17%	6%	7%	0%	-1%	?	-2%	-3%	-0.3%	-7%	-6
CCc1ccc(CN2CCCC(C(=O)N3CCCCC3)C2)cc1 (configuration not stated)	-1%	2%	-15%	1%	-7%	0%	0%	-7%	-1.1%	-1%	-9
CN1CCN(C(=O)c2cc3nc(-c4ccccc4)cc(-c4ccccc4)n3n2)CC1	-6%	5%	?	-6%	2%	?	4%	1%	-0.3%	8%	13
Cc1noc(C)c1CSCC(=O)N(C)CC(=O)Nc1ccc(F)cc1	-10%	-4%	-1%	1%	-18%	3%	-5%	-5%	-0.4%	15%	3
CCOC(=O)C1C(c2ccccc2Cl)NC(=O)N(C)C1(O)C(F)(F)F (configuration not stated)	-12%	0%	-6%	-3%	0%	-3%	-7%	-2%	-1.4%	.	-8
